Source: PubChem BioAssay
All columns: NCI-60 one-dose screen, growth in % after 48 h at 10 µM unless noted; 100 = growth as untreated, 0 = no growth, -100 = all killed.
EKVX – EKVX NSCLC | 71,000 tested, 3% active
HOP-62 – HOP-62 NSCLC. 80,000 tested, 3.9% active. AID 1794735
K-562 – K-562 leukemia; 78,000 tested, 7.4% active; AID 1794777
CCRF-CEM – CCRF-CEM leukemia; 77,000 tested, 7% active
MOLT-4 – MOLT-4 leukemia cells; 80,000 tested, 6.9% active; AID 1794779
HOP-92 – HOP-92 NSCLC cells. 71,000 tested, 6.3% active
SR – SR leukemia cells. 73,000 tested, 8.7% active
RPMI-8226 – RPMI-8226 leukemia cells; 77,000 tested, 7.5% active
* hit, by the source's call; x = no result given; & = joins results of further samples; ! = not confirmed by another sample. Rule for the calls: active = growth percent below 10; inactive = the rest. This is a random part of the collection (roughly 13% active in at least one column).

cpd	Molecule	EKVX	HOP-62	K-562	CCRF-CEM
1	CCN(CC)C(=O)/C=C(/C)c1ccccc1	106.6	108.6	106.9	100.3
2	N#Cc1c(-c2ccccc2)cc(-c2ccccc2)n(Cc2ccc(C(=O)Nc3ccccc3N)cc2)c1=O	73.6	80.9	48.9	23.6
3	CC(C)C[C@H](NC(=O)OCc1ccccc1)C(=O)NCc1cn(CC(=O)O)nn1	94.6	106.0	102.8	80.9
4	OCC12CCCC(CO)(COC1)C2O (stereo unspecified)	x	106.2	119.7	-57.2*
5	COC1OC(CNC(=O)N(C)N=O)C(O)C(O)C1O (stereo unspecified)	x	104.4	105.5	x
6	COc1ccc(-c2c3c(cc4cc5ccccc5nc24)[C@H]2CC[C@]4(C)C(=O)CC[C@H]4[C@@H]2CC3)cc1	104.8	97.0	102.2	110.8
7	O=C(NC(=S)Nc1cccc(Cl)c1)c1ccccc1	91.1	159.7	89.0	75.9
8	CN(C)C(=O)c1cccc(N)c1	x	107.6	110.1	x
9	CCCCCCCCCCCCOC(=O)c1ccc(O)c(OC)c1	117.6	101.1	119.0	13.3
10	CC(C)(C)CC(C)(C)Nc1c(-c2cccc(C#N)c2)nc2cnccn12	81.0	96.0	70.9	86.2

cpd	MOLT-4	HOP-92	SR	RPMI-8226
1	114.1	80.2	107.1	109.5
2	47.2	70.8	38.1	40.2
3	99.0	x	105.5	119.6
4	125.8	30.9	115.8	102.9
5	100.3	89.1	98.6	99.2
6	100.9	108.9	91.5	105.8
7	99.5	79.8	111.1	106.8
8	101.5	x	x	107.3
9	33.4	82.3	75.6	80.4
10	72.6	66.3	x	x

Other entries
cpd	Molecule	EKVX	HOP-62	K-562	CCRF-CEM
11	Cn1c(=O)c2[nH]c(Cl)nc2n(C)c1=O	115.4	100.6	99.4	116.3
12	CCCCCn1c(O)c(N=NC2=NC3C(N2)N(CC)C(=O)N3CC)c2cc(C)ccc21 (stereo unspecified)	85.1	101.1	68.6	91.5
13	COc1ccc(/C=C/C(=O)c2ccc(NC(=O)/C(=C\c3ccc(OC)cc3)Sc3nc4ccccc4c(=O)n3-c3ccccc3)cc2)cc1	104.2	100.0	96.7	98.8
14	COc1cccc(CNc2c3ccccc3nc3ccccc23)c1OC	36.3	51.2	15.5	39.5
15	CNC(=O)c1cc(N2CCc3cc(NC(=O)Nc4ccccc4)ccc32)ccn1	91.1	108.8	96.3	92.5
16	Cc1cc2c(c(C#N)c1C)NC=NC2C (stereo unspecified)	x	99.5	93.4	96.8
17	Cc1ccc(/C=N\NC(=O)c2ccccc2)cc1	117.3	125.7	84.0	95.5
18	COc1cc(-c2nc(-c3nnc(-c4ccc(Cl)cc4Cl)o3)c3ccccn23)cc(OC)c1OC	75.2	105.5	86.4	x
19	CCOC(=O)c1c[nH]c2c(OC)ccc(OC)c2c1=O	105.5	102.1	120.0	92.3
20	O=C(CCCCCC1CCCCC1)OC1CCCCC1	108.5	100.2	109.7	98.0

cpd	MOLT-4	HOP-92	SR	RPMI-8226
11	93.8	x	92.5	114.7
12	57.5	99.8	65.7	75.2
13	98.2	127.6	83.8	94.4
14	17.9	-2.4*	17.5	17.0
15	97.3	x	90.8	84.5
16	96.0	x	83.4	94.9
17	113.1	89.9	90.3	99.7
18	76.1	49.6	88.0	61.9
19	109.0	77.5	99.7	92.2
20	106.2	99.8	102.4	98.5

(further entries)
cpd	Molecule	EKVX	HOP-62	K-562	CCRF-CEM
21	O=C(CCCCCCCCC(=O)N1CCCCC1)N1CCCCC1	107.5	98.8	79.1	93.7
22	N#CN1CC[C@H](C(=O)Nc2cc3cc(C(N)=O)ccc3cn2)C1	2.3*	-27.1*	3.0*	7.7*
23	CC/C=C\C/C=C\C/C=C\C/C=C\C/C=C\CCCC(=O)OCC	106.2	x	x	97.5
24	O=C(N/N=C/[C@@H](O)[C@@H](O)[C@H](O)[C@H](O)CO)c1ccc(NC(=O)c2cccnc2)cc1	107.8	105.4	102.1	102.6
25	CCN(CC)c1ccc(N=C2C=C(C(=O)Nc3ccc(S(C)(=O)=O)cc3)C(=O)c3ccccc32)c(C)c1	48.7	88.8	84.6	95.0
26	O=C(Nc1ccc(F)cc1)Nc1ccc2oc(=O)ccc2c1	96.6	110.4	x	111.4
27	CC(=O)Nc1ncc(Cc2ccc(Cl)cc2)s1	85.0	98.3	84.8	97.9
28	CC(C)CCc1nc2ccc(NCc3ccc(OCCN4CCC(C)CC4)cc3)cc2[nH]1	78.5	83.6	20.4	67.3
29	COc1ccc2c(c1OC)C(=O)O[C@@H]2[C@H]1c2c(c(C#CC#Cc3c4c(c(OC)c5c3OCO5)[C@H]([C@H]3OC(=O)c5c3ccc(OC)c5OC)N(C)CC4)c3c(c2OC)OCO3)CCN1C	92.3	80.0	102.8	108.3
30	CCOC(=O)C1C(C(=O)OCC)C(C)(C)C1N(C)C (stereo unspecified)	94.7	96.7	85.9	89.1

cpd	MOLT-4	HOP-92	SR	RPMI-8226
21	88.2	87.6	95.8	91.6
22	-18.1*	-6.9*	0.9*	8.2*
23	97.8	x	107.1	99.8
24	106.9	106.1	99.9	x
25	92.4	85.1	33.8	48.8
26	x	107.6	x	102.3
27	97.7	86.3	100.6	99.7
28	62.3	53.5	14.2	68.6
29	94.9	102.2	87.5	100.4
30	82.6	67.6	x	94.1

Structural class: those above containing an NH in an aromatic ring (three)
cpd	Molecule	EKVX	HOP-62	K-562	CCRF-CEM
11	Cn1c(=O)c2[nH]c(Cl)nc2n(C)c1=O	115.4	100.6	99.4	116.3
19	CCOC(=O)c1c[nH]c2c(OC)ccc(OC)c2c1=O	105.5	102.1	120.0	92.3
28	CC(C)CCc1nc2ccc(NCc3ccc(OCCN4CCC(C)CC4)cc3)cc2[nH]1	78.5	83.6	20.4	67.3

cpd	MOLT-4	HOP-92	SR	RPMI-8226
11	93.8	x	92.5	114.7
19	109.0	77.5	99.7	92.2
28	62.3	53.5	14.2	68.6

The list goes on.
cpd	Molecule	EKVX	HOP-62	K-562	CCRF-CEM
31	Cn1c(SCc2ccccc2)nccc1=O	103.3	99.8	85.4	96.2
32	O=c1[nH]c2c(cc1S(=O)(=O)c1ccccc1)CCc1c-2cnn1Cc1ccccc1	97.0	99.4	99.5	106.9
33	CN(C)N=Nc1ccc(C(=O)O)cc1	99.9	98.2	91.8	x
34	COc1ccc(N2C(=O)c3ccccc3[C@@H](C(=O)Nc3cccc(C)n3)[C@@H]2c2ccccc2)cc1	92.4	89.8	97.8	80.7
35	C/C=C\C(=O)N(c1ccc(N(C(=O)/C=C/C)C(C)CC)cc1)C(C)CC (stereo unspecified)	x	98.2	89.8	98.7
36	O=C1c2ccccc2NC(c2cccnc2)N1/N=C/c1cccnc1 (stereo unspecified)	x	94.2	89.1	102.7
37	BrCc1ccccc1C[P+](c1ccccc1)(c1ccccc1)c1ccccc1	x	92.8	69.3	76.5
38	COC1=C(C)C(=O)c2c(c(CCO)c3n2CCC3)C1=O	114.0	97.1	96.1	97.0
39	Oc1c(CN2CCCCC2)cc(/C=C/c2cc(CN3CCCCC3)c(O)c3ncccc23)c2cccnc12	66.7	41.2	76.4	48.5
40	O=C(O)/C=C(\CCC1CCCCC1)C(=O)O	106.3	103.6	104.4	102.3

cpd	MOLT-4	HOP-92	SR	RPMI-8226
31	93.2	105.6	83.9	99.9
32	95.7	69.4	84.1	98.4
33	70.1	115.0	x	x
34	85.8	72.4	90.6	84.3
35	87.7	108.7	86.6	91.9
36	95.4	95.3	108.7	95.8
37	86.1	65.0	77.4	54.6
38	100.7	87.1	99.9	x
39	66.8	68.5	30.8	69.4
40	104.9	103.3	x	100.6

Random excerpt: two entries already listed, in no set order.
cpd	Molecule	EKVX	HOP-62	K-562	CCRF-CEM
36	O=C1c2ccccc2NC(c2cccnc2)N1/N=C/c1cccnc1 (stereo unspecified)	x	94.2	89.1	102.7
37	BrCc1ccccc1C[P+](c1ccccc1)(c1ccccc1)c1ccccc1	x	92.8	69.3	76.5

cpd	MOLT-4	HOP-92	SR	RPMI-8226
36	95.4	95.3	108.7	95.8
37	86.1	65.0	77.4	54.6

The list continues:
cpd	Molecule	EKVX	HOP-62	K-562	CCRF-CEM
41	CCCCCCCCCCCCCCCCNC(=O)Nc1ccc2ccccc2c1	x	104.9	111.0	x
42	COc1ccc2oc(=O)cc(C3C(C#N)=C(N)Oc4c3ccc3ccccc43)c2c1 (stereo unspecified)	82.5	92.0	x	89.1
43	CCN1CCN(C(C(=O)NCc2ccccc2)c2ccc(Cl)cc2)C(=O)c2ccccc2C1=O (stereo unspecified)	100.0	97.1	109.6	93.6
44	CCOC(=O)c1cn2c3c(cccc3c1=O)C(=O)/C(=C/c1ccc(C(F)(F)F)cc1)C2	94.1	83.9	98.6	85.3
45	COC(=O)CC[C@H](C)[C@H]1CC[C@H]2[C@@H]3CC[C@@H]4C(c5nc6ccccc6[nH]5)=C(Cl)CC[C@]4(C)[C@H]3CC(=O)[C@]12C	84.4	79.5	26.2	50.8
46	COc1ccc2nc3cc([N+](=O)[O-])ccc3c(NNc3ccccc3)c2c1	83.1	37.0	90.5	90.6
47	COC(=O)/C=C/c1cn(Cc2ccccc2)c2ccc(Br)cc12	85.0	91.8	89.8	87.3
48	CCN(c1ccc(Cl)cc1)c1nc(-c2ccc([N+](=O)[O-])cc2)cs1	79.5	99.6	88.9	100.5
49	O=C(O)c1ccc2c(C(=O)O)cccc2c1	102.0	93.5	95.4	101.3
50	CC(C)(C)OC(=O)CCC(NC(=O)OCC1c2ccccc2-c2ccccc21)C(=O)NC(Cc1c[nH]c2ccccc12)C(=O)NC(CCCCNC(=O)OC(C)(C)C)C(=O)N1CCCC1C(=O)NCC(N)=O (stereo unspecified)	102.2	83.0	107.4	95.9

cpd	MOLT-4	HOP-92	SR	RPMI-8226
41	105.5	74.5	95.6	101.8
42	82.8	116.8	74.0	95.0
43	91.2	90.4	95.8	94.1
44	86.1	89.3	x	88.4
45	34.4	30.6	42.1	35.1
46	128.0	14.8	x	62.1
47	69.6	70.7	70.4	87.7
48	96.9	83.6	83.4	91.5
49	93.1	115.1	96.5	115.8
50	108.7	96.4	96.0	99.7

Further compounds follow.
cpd	Molecule	EKVX	HOP-62	K-562	CCRF-CEM
51	CCOC(=O)c1c(C)[nH]c(CO)c1C	79.1	93.9	101.4	98.2
52	CN1CCN(c2ccc3c(c2)nc(NNC(=O)c2cnccn2)c2cccn23)CC1	-46.8*!	-24.4*!	14.5	13.8&11.4
53	C=CCN1C(=S)N(/N=C/C=C/CCC)[C@]23C(=O)c4ccccc4[C@]12OC(N)=C3C#N	82.3	85.0	92.8	100.2
54	Cc1nn(-c2ccccc2)c(Oc2ccccc2)c1-c1nc2ccccc2[nH]1	94.7	90.4	83.8	108.3
55	C=CCc1c(C)cc(C)cc1N1C(=O)CN(Cc2ccccc2)C(=O)C1c1ccccc1 (stereo unspecified)	57.6	82.9	70.2	88.3
56	O=C1c2cc(Cl)ccc2Oc2cc([N+](=O)[O-])ccc2N1c1ccc(Br)cc1F	86.6	97.1	67.6	76.2
57	c1cncc(-c2ccc(C3CC3)s2)c1	99.4	103.5	95.0	101.8
58	Cc1c(-c2ccccc2)nc(NCc2ccco2)c(C#N)c1C#N	78.9	92.7	66.5	104.3
59	C[C@@H]1CC[C@@]2(C)C(C(=O)O)=CC=C[C@@H]2[C@@]1(C)CC(=O)c1ccoc1	98.2	104.7	112.2	105.9
60	O=C(COc1ccc(C(=O)c2ccccc2)cc1)Nc1cccc(CO)c1	96.2	99.2	69.1	88.6

cpd	MOLT-4	HOP-92	SR	RPMI-8226
51	96.6	101.4	100.5	97.8
52	13.9	-29.3*!	15.0	5.2*!
53	88.6	83.0	98.4	80.2
54	81.3	94.9	80.6	81.2
55	58.6	53.6	x	68.0
56	57.6	100.1	x	88.8
57	101.0	x	112.6	110.8
58	80.3	62.5	88.1	69.9
59	117.8	99.5	111.5	104.8
60	88.6	88.1	67.6	79.0

(further entries)
cpd	Molecule	EKVX	HOP-62	K-562	CCRF-CEM
61	CCn1c(Sc2nnc(/N=C3\NC(=O)/C(=C/c4ccc(OC)cc4)S3)s2)nc2c1c(=O)n(C)c(=O)n2C	103.3	102.2	113.3	116.4
62	CCOC(=O)c1c2c(n3ccccc13)C(=O)c1ncccc1C2=O	40.4	-11.7*	11.2	32.1
63	Cc1ccc[n+](CC(=O)c2ccc([N+](=O)[O-])cc2)c1	108.3	106.6	92.4	98.2
64	COC(=O)[C@H]1Cc2c([nH]c3ccccc23)[C@H](c2ccc3c(c2)OCO3)N1	95.5	106.8	99.3	96.4
65	CC(=O)Nc1ccc(-c2nc(N3CCOCC3)c3c4c(sc3n2)CCCC4)cc1	76.7	89.2	83.9	86.4
66	CC1CCCN(C(=O)Nc2ccc([N+](=O)[O-])cc2)C1 (stereo unspecified)	x	105.3	83.5	94.4
67	C=C(C)[C@@H]1CC[C@]2(C(=O)O)CC[C@]3(C)[C@H](CC[C@@H]4[C@@]5(C)CCC(NC(=O)c6cccc(OC(C)=O)c6OC(C)=O)C(C)(C)[C@@H]5CC[C@]43C)[C@@H]12 (stereo partly specified)	2.5*	-14.6*	10.7	10.4
68	CCCNC(=O)Oc1ccc(/C(=C(\C)c2ccccc2)c2ccc(OCCN(CC)CC)cc2)cc1	67.1	90.4	16.2	82.0
69	[O-][n+]1onc(N/N=C/c2ccc(Br)cc2)c1-c1ccccc1	104.6	98.2	105.3	x
70	Nc1cc(C(F)(F)F)ccc1Cl	94.6	108.3	88.4	136.5
71	CC(C)(C)OC(=O)N1C/C(=C\c2ccccc2)C(=O)/C(=C/c2ccccc2)C1	97.7	96.4	74.8	76.4
72	COc1ccc(C2CC(c3cccc(Nc4ccncc4)c3)=Nc3c(N)ncnc3N2)cc1 (stereo unspecified)	77.0	79.9	42.4	93.2

cpd	MOLT-4	HOP-92	SR	RPMI-8226
61	113.8	90.5	112.2	111.8
62	31.9	28.4	18.6	29.2
63	98.0	92.7	115.0	90.5
64	100.1	84.9	102.8	97.5
65	72.2	68.9	69.8	76.5
66	90.6	93.6	91.3	88.6
67	8.4*	-11.0*	3.2*	-17.8*
68	89.0	63.4	29.3	62.8
69	108.4	114.5	104.0	122.8
70	81.0	75.5	73.6	112.8
71	71.8	69.4	x	31.0
72	89.8	67.1	58.7	74.6
